CatB block: human cathepsin B inhibitors, primary screen, biochemical, fluorogenic substrate | AID 453, 2006 | purified cathepsin B, fluorescence | inhibition, %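 (tested at 10 µM)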 | actives 0.1% (n = 63,000) | P07858; in the data active means inhibition above about 21%;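 further: 0% = enzyme with no compound and 100% = no enzyme blank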
CatL block: inhibitors of human cathepsin L, biochemical. purified cathepsin L, fluorogenic substrate, fluorescence. inhibition, %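 (tested at 10 µM)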. actives 0.17% (n = 58,000). AID 460, 2006; in the data active means inhibition above about 45%;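 further: 0% = enzyme with no compound and 100% = no enzyme blank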
Target sequence (P07711 114-288 limits assumed): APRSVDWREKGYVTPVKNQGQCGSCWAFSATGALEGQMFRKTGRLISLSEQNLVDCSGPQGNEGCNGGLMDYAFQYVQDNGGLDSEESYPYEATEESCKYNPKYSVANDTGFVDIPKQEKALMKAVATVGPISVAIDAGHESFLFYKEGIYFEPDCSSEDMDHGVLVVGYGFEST
Target sequence (P07711 292-333 limits assumed): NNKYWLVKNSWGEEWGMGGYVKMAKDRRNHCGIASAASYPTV
Ec RNAP inh: E. coli RNAP inhibitors, biochemical | DNA-directed RNA polymerase subunit beta (Escherichia coli (strain K12)), P0A8V2 | E. coli RNA polymerase, fluorescence transcription assay | inhibition, %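 (tested at 10 µM)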 | actives 0.2% (n = 62,000); in the data active means inhibition above about 20%;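 further: 0% = enzyme without compound and 100% = no enzyme blank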
CatS block: inhibitors of human cathepsin S, biochemical, compound mixtures | P25774 | recombinant cathepsin S, AMC dipeptide fluorescence, pooled mixtures | inhibition, %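 (tested at 5 µM per compound within 10-compound mixtures)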 | actives 0.06% (n = 62,000) | AID 501, 2006; in the data active means inhibition above about 32%, passing the limit was not always enough;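 further: 0% = enzyme without compound and 100% = blank without enzyme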
Target sequence (P25774 115-331 limits assumed): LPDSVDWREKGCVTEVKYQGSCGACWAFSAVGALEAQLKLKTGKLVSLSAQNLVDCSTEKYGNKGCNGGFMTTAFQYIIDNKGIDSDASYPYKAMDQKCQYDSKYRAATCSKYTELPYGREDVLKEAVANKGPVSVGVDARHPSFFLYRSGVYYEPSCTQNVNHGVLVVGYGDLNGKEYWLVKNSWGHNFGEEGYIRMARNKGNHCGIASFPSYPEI
FXIa inh mix: FXIa protease inhibitors in compound pools, primary screen, biochemical, 10-compound mixtures. Coagulation factor XI (Homo sapiens), P03951. purified FXIa, fluorogenic substrate, pooled mixtures. inhibition, % at 5 µM. actives 0.19% (n = 62,000); in the data active means inhibition above about 20%, passing the limit was not always enough;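 further: each value is inhibition by a whole ten-compound pool holding the compound; 0% = enzyme with no mixture and 100% = wells lacking enzyme; strong numbers were not always called active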
CatG inh: human cathepsin G inhibitors, primary screen, biochemical, pooled compound mixtures, AMC fluorescence; purified enzyme, AMC-tetrapeptide fluorescence; inhibition, % at 5 µM (by protocol); actives 0.2% (n = 62,000); AID 581, 2007;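 active means inhibition above 20% in each of the two mixture wells holding the compound; inactive means inhibition of 20% or less in either well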;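 further: 0% = enzyme control without mixture and 100% = blank lacking enzyme; strong numbers were not always called active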
Target sequence (P08311 21-244 limits assumed): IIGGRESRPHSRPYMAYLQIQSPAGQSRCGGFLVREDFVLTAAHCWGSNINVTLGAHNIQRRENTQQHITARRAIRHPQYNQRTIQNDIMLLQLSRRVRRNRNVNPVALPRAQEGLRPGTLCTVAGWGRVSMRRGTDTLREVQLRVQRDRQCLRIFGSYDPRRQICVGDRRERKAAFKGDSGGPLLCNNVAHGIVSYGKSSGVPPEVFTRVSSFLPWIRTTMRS
C1s inh: complement C1s protease inhibitors, primary screen, biochemical, 10-compound mixtures; actives 0.16% (n = 62,000); AID 538, 2006; purified C1s, fluorogenic AMC substrate, pooled mixtures; mean inhibition % of two 10-compound mixtures (hits give high values), % at 5 µM (by protocol); Complement C1s subcomponent (Homo sapiens), P09871;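 active means inhibition above 20% in each of the two 10-compound mixture wells holding the compound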;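 further: 0% = enzyme wells lacking compound mixture and 100% = no-enzyme blank wells; some compounds called inactive have numbers as strong as hits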
AP ELISA ortho: alternative complement pathway inhibitors, primary screen, biochemical, ELISA, human serum, orthogonally pooled compounds. LPS-coated ELISA, C3 deposition; tested in compound mixtures. inhibition, % at 5 µM. actives 0.08% (n = 62,000). AID 1235, 2008;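 active means inhibition above 30% in each of the two pooled mixtures holding the compound, so the lower value exceeds 30%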;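 further: 0% = serum in Mg-EGTA without compound and 100% = EDTA serum blank; some compounds past the cut are filed as inactive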
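Test system: human serum alternative complement pathway, C3 deposition on LPS-coated wells; also added: Plate-bound LPS; doses: 5 µM per compound in ten-compound mixtures; schedule: 1 h at 37 °C; detection: Anti-C3 ELISA, OD 450 nm; evaluation: percent inhibition of C3 deposition onto LPS; repeats: two pool placements per compound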
CatB mix inh: cathepsin B inhibitors from pooled compounds, primary screen, biochemical, compound mixtures, AMC fluorescence. inhibition, %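 (ten-compound pools at 5 µM per compound and 50 µM total)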. AID 488, 2006. Purified cathepsin B, AMC dipeptide fluorescence. P07858. actives 0.06% (n = 62,000); in the data active means inhibition above about 22%, passing the limit was not always enough;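 further: 0% = enzyme without compound and 100% = no enzyme blank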
Numbers without * were called inactive; . = not tested or not shown. Not all compounds are listed; the hit share may differ from the screen's.

SMILES,CatB mix inh,CatB block,C1s inh,AP ELISA ortho,CatS block,Ec RNAP inh,CatL block,FXIa inh mix,CatG inh
COc1cc(-c2nnc(COC(=O)CSc3cc(C)c4ccccc4n3)o2)cc(OC)c1OC,6,3,12,20,13,5,-1,6,7
O=C(Nc1ccc(-c2nnc(-c3ccccc3)o2)cc1)C(F)(F)F,3,6,2,20,-1,-2,-8,0,7
CCN(CC)CCCN1C(=O)C(O)=C(C(=O)c2sc(C)nc2C)C1c1ccco1 (centres undefined),-4,4,4,6,16,13,10,1,14
OC(COCc1ccc(Cl)cc1)CN1CCN(CC(O)COCc2ccc(Cl)cc2)CC1 (centres undefined),-1,-1,0,-1,4,-4,8,5,2
CC1CCN(CCNC(=O)c2ccc3c(=O)n(CCc4ccccc4)c(=O)[nH]c3c2)CC1,3,3,17,6,14,3,9,6,11
CCCc1nnc2n1N=C(c1ccc(-c3cc(Cl)ccc3Cl)o1)CS2,9,1,-5,3,6,8,0,7,-36
COc1cc(NC(=O)CN2C(=O)NC(C)(CCC(C)C)C2=O)cc(OC)c1 (centres undefined),3,1,6,7,-15,7,.,2,11
Oc1ccc(Oc2ncc(Cl)cc2Cl)cc1,0,1,3,-4,8,7,-3,4,13
OC1(c2ccccc2)C/C(=N\n2cnnc2)C=C1c1ccccc1 (centres undefined),2,2,9,15,-6,7,.,6,4
Cc1cc(C)c2c(n1)sc1c(N3CCOCC3)ncnc12,4,0,7,13,2,5,6,7,7
C#CCN(C)Cc1ccccc1,-4,-2,-12,7,7,5,-32,7,2
COCCCNC(=O)CC(NS(=O)(=O)c1ccc(C)cc1)c1ccco1 (centres undefined),1,0,2,12,6,0,9,10,9
CCOC(=O)C1=C(C)NC(C)=C(C(=O)OCC)C1C(=O)OCC(=O)N1CCc2ccccc2C1,2,5,-1,0,-4,2,2,1,-4
Cc1ccc(S(=O)(=O)NCC(=O)N(CC(=O)NC2CCCC2)c2ccc3c(c2)OCCO3)cc1,8,6,8,-2,-7,2,7,9,-3
CCCCSc1nnc([C@@H](NC(=O)OC(C)(C)C)C(C)C)o1,4,3,-5,10,8,-2,-2,-2,3
COc1ccc(NC(=O)CCn2cccc2)cc1,-3,-5,-7,6,-4,5,-2,2,-1
Nc1nc2n(n1)C(c1ccccc1Cl)CC(c1ccc(F)cc1)N2 (centres undefined),-1,-1,-9,25,21,-10,-2,4,-4
CC(=O)SCC(=O)N=c1sc2cc(F)ccc2n1C,-12,3,-48,18,-26,6,2,-41,-27
O=C1C2C3C=CC(CO)(O3)C2C(=O)N1c1ccccc1-c1ccccc1 (centres undefined),0,6,8,6,4,12,.,5,9
Cc1c(O)ccc(C(=O)COc2ccccc2F)c1O,2,-4,8,14,-5,8,-5,7,9
COc1ccc2[nH]c(=O)c(CN(Cc3ccco3)Cc3nnnn3Cc3ccccc3)cc2c1,3,1,12,-5,0,7,0,6,11
CCOc1ccccc1N(CC(=O)NC1CCCC1)C(=O)CCC(=O)Nc1cc(C)on1,-1,-2,-3,-8,8,5,13,2,-2
C=CCSC1=N/C(=C\c2ccc(C)o2)C(=O)S1,2,0,-5,13,5,5,12,-4,19
COc1ccc(CCNC(=O)c2c(O)c3c([nH]c2=O)CCCC3)cc1OC,7,5,4,25,-8,7,2,6,11
CN(C)CCCNCCCNC(=O)c1ccccn1,-4,-4,-136,6,-13,7,-5,-8,-14
COc1ccc(-c2nnc(SCC#CCO)o2)cc1OC,2,-1,13,9,-5,4,-5,7,9
CCOC(=O)Cn1c(N)c(C(=O)OC)sc1=S,3,7,-2,18,-4,1,1,-1,7
C=C(C)C1Cc2c(C)nn(-c3nc(C)cc(C)n3)c2C1 (centres undefined),-10,0,-24,6,12,12,0,9,4
Cc1ccnc2nc(C(=O)OCCOc3cccc(Br)c3)nn12,5,4,-14,8,-3,4,21,3,15
O=C(CCCCn1c(=O)[nH]c2ccccc2c1=O)NCCc1c[nH]c2ccccc12,2,13,5,8,2,1,-3,3,8

Some entries already given, limited to CatB block:
compound | CatB block
Nc1nc2n(n1)C(c1ccccc1Cl)CC(c1ccc(F)cc1)N2 (centres undefined) | -1
CC(=O)SCC(=O)N=c1sc2cc(F)ccc2n1C | 3

(continued)
SMILES,CatB mix inh,CatB block,C1s inh,AP ELISA ortho,CatS block,Ec RNAP inh,CatL block,FXIa inh mix,CatG inh
COc1ccccc1-c1cc(C(=O)NCc2cccs2)no1,1,5,12,2,-3,2,2,4,16
CCc1cccc(NC(=O)CN2C(=O)NC3(CCCCCCC3)C2=O)c1,3,1,-3,28,6,3,-3,3,8
Cc1cccc(C)c1NC1=NC(C)(C)N=C(N)N1,5,5,5,3,11,12,9,1,7
O=C(NC1CCCCC1)C1CCCN(S(=O)(=O)c2cccs2)C1 (centres undefined),3,5,10,17,2,-1,-2,6,6
Cn1c(CNc2ccccc2)cc(=O)n(C)c1=O,4,.,7,7,5,9,17,5,1
O=C(O)CCc1nnc2n(Cc3ccc(F)cc3)c(=O)c3ccccc3n12,3,1,9,4,5,4,7,6,7
CCS(=O)(=O)N1CCN(C(=O)c2cccs2)CC1,1,2,13,7,2,6,4,4,11
COc1ccc(N2Cc3cccc(C(=O)N4CCOCC4)c3C2=O)cc1,-7,-6,5,-5,6,4,0,2,0
CCN=C1SC(CC(=O)Nc2ccc(C(F)(F)F)cc2)C(=O)N1CC (centres undefined),0,1,-24,1,-6,-8,-5,0,-11
O=C(Nc1ccc(N2C(=O)C3C4C=CC(C4)C3C2=O)cc1)Nc1nncs1 (centres undefined),4,-1,9,18,0,-3,-7,13,9
CC(=O)c1cccc(NC(=O)c2ccc(Br)o2)c1,2,2,11,2,13,11,10,-1,8
COC(=O)CC1SC(=O)NC1=Nc1ccccc1 (centres undefined),0,-1,-15,11,-5,4,-15,-2,3
COC(=O)c1cc(OC)c(OC)cc1NC(=O)c1ccc(Br)o1,-10,-4,-114,14,-32,5,7,-17,-18
CS(=O)(=O)Nc1ccccc1C(=O)c1ccccc1,2,4,8,7,-4,7,4,8,8
COc1cccc(NC(=O)COc2ccc(N3CC(C(=O)NCC(C)C)CC3=O)cc2)c1 (centres undefined),13,7,11,12,11,13,25,4,10
O=C(NCc1ccco1)c1ccccc1NC(=O)C1CC(=O)N(c2ccc(Cl)cc2)C1 (centres undefined),8,0,15,9,5,10,15,10,13
COc1cccc(N2CCN(Cc3nc4ccccc4c(=O)[nH]3)CC2)c1,-1,-4,2,7,-1,3,.,10,-1
c1ccc(COn2c(-c3ccccc3)nc3c2CCc2nonc2-3)cc1,-2,-2,17,10,4,2,-7,7,2
COc1ccc(NC(=O)NCCCN2CCN(c3cc(C)ccc3C)CC2)cc1,3,3,16,4,16,8,5,3,9
COc1cccc(C2=NOC(C(=O)N3CCOCC3)C2)c1 (centres undefined),-3,0,-37,-4,-8,-9,-3,1,-9
CCn1c(SCC(=O)NC)nnc1C(C)C,1,1,-3,2,7,-3,5,9,-2
O=C(Nc1ccc2c(c1)OCCO2)c1ccco1,2,5,-18,-13,19,6,2,-1,-10
CCN(CCNC(=O)CCCn1nc(C)n2c(cc3sccc32)c1=O)c1ccccc1,3,2,-11,15,7,3,13,16,6
Cn1c(=O)c2c(-c3ccc(C(C)(C)C)cc3)n(N3CCOCC3)cc2n(C)c1=O,1,-1,14,14,-13,4,5,6,10
CCCCCn1ccc(=N)cc1,2,0,12,-1,5,10,-4,0,13
O=C(CCCn1c(=S)[nH]c2ccccc2c1=O)N1CCOCC1,-4,1,-18,-8,0,-5,14,-7,-9
Oc1ccccc1-c1cc(C(F)(F)C(F)F)[nH]n1,9,4,8,20,11,7,9,0,6
Cc1cccc2[nH]c3c(=O)n(CCN4CCNCC4)cnc3c12,0,1,-4,10,-11,.,-14,-1,-3
Cc1cc(NS(=O)(=O)c2ccc(NC(=O)c3ccco3)cc2)no1,-2,2,-70,9,-22,5,-1,-9,-2
Cc1ccc(-c2nn(C)c(=O)c3ccccc23)cc1S(=O)(=O)NCCO,1,1,8,18,-4,3,0,12,6
Cc1c(Cl)cccc1NC(=O)CSCc1cc(=O)[nH][nH]1,-4,1,-4,11,3,0,-2,10,0
N#Cc1ccc(CSCC(=O)O)cc1,-3,-1,-72,10,-1,4,.,-6,-8
O=C(CN(c1ccc(F)cc1)S(=O)(=O)c1ccccc1)NCc1ccco1,-6,-3,1,3,2,8,.,9,9
COc1ccccc1S(=O)(=O)Cc1ccc(C(=O)NCCN2CCCC2)o1,9,-3,-11,8,11,5,18,6,1
CC1CCN(CC(=O)Nc2ccccc2C#N)CC1,3,1,4,8,3,6,19,8,11
CCOC(=O)N1CCN(Cc2nc3c(c(=O)n(C)c(=O)n3C)n2Cc2cccc(C)c2)CC1,3,-6,6,-9,5,6,9,-2,2
O=C(NCc1ccccc1)NC1CCCCC1,2,7,-2,-3,14,9,16,2,-1

Bioassay records deposited in PubChem by PCMD.
